# PrPC TRFRET = reduces human prion protein on the cell surface. P04156. cell surface PrPC, TR-FRET read-out. inhibition, % at 13.8 µM. 0.43% of 370,000 active; in the data active = inhibition above about 24%; also: 0% = median of the test wells and 100% = reference compound wells
# GDH-TPI inh = GDH-TPI coupled enzyme inhibition counter-screen; GDH-TPI coupled enzyme counterscreen, NADH absorbance; inhibition, % at 4.8 µM; 1.2% of 360,000 active; in the data active = inhibition above about 30%;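 also: 0% = DMSO wells and 100% = wells lacking the enzyme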
# Rv3671c inh = inhibits the M. tuberculosis serine protease Rv3671c; P9WHR9; AID 2606; 0.048% of 320,000 active; inhibition, % at 5.96 µM; in the data active = inhibition above about 38%;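 also: extracellular domain of Rv3671c used as enzyme; 0% = enzyme with DMSO and 100% = no enzyme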
# Target sequence (P9WHR9 whole entry, looked up, the tested form may be a part): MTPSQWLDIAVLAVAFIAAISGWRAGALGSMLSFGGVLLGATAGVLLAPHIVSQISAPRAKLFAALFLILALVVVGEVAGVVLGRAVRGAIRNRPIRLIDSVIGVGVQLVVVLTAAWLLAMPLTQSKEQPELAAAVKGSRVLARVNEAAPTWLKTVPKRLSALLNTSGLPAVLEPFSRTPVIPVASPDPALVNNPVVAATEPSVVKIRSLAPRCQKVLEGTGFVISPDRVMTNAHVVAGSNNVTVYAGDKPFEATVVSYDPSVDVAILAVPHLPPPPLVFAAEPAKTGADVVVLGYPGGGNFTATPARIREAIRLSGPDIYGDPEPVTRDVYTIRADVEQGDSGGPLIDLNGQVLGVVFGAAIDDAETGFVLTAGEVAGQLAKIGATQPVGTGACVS
# BoNT-F LC inh = blocks Botulinum neurotoxin F light chain protease; 0.22% of 360,000 active; AID 588497; inhibition, % at 10 µM; Multiplex microsphere protease cleavage assay, flow cytometry; in the data active = inhibition above about 35%, passing the limit was not always enough; inconclusive = no clear call, values can overlap the other calls; also: plate controls were buffer without enzyme for full effect and enzyme alone for no effect
# FBA Mtb inh = inhibitors of M. tuberculosis fructose-bisphosphate aldolase | P9WQA3 | purified M. tuberculosis FBA, fluorescence read-out | inhibition, % at 1 µM | 2.3% of 360,000 active; in the data active = inhibition above about 27%;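 also: 0% = vehicle and 100% = reference inhibitor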
# MazEF act = increases E. coli MazEF RNase cleavage of RNA | P0AE70 | FAM/BHQ RNA-DNA oligo cleavage fluorescence, 5 h | activation, % at 20 µM | 0.32% of 350,000 active | AID 504720; in the data active = activation above about 50%
# Target sequence (P0AE70 whole entry, looked up): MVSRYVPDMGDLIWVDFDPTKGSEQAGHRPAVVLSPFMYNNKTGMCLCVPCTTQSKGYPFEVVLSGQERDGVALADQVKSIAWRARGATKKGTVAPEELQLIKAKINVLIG
# UGM FP inh = blocks M. tuberculosis UGM enzyme | P9WIQ1 | purified UGM, fluorescence polarization probe displacement | inhibition, % at 10 µM | 0.06% of 320,000 active | AID 504406; in the data active = inhibition above about 10%, passing the limit was not always enough; inconclusive = no clear call, values can overlap the other calls
# Target sequence (P9WIQ1 whole entry, looked up): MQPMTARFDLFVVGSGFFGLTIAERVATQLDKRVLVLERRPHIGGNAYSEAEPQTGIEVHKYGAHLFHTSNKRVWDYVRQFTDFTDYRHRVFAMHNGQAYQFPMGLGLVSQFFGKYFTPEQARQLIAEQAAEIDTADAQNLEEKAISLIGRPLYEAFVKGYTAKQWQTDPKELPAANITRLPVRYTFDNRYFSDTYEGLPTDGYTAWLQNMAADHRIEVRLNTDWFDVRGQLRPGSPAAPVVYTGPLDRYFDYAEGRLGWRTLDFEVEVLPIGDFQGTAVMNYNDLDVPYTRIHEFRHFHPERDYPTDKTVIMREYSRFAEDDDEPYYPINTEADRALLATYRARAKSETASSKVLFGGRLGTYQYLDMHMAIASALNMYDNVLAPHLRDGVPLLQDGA
# Mtb BioA inh = blocks M. tuberculosis BioA enzyme activity; purified M. tuberculosis BioA enzyme, plate reader; inhibition, % at 9.99 µM; 0.096% of 360,000 active; in the data active = inhibition above about 40%; inconclusive = no clear call, values can overlap the other calls
# FadD28 binding = blocks FadD28 binding to the bisubstrate probe | AID 588549 | inhibition, % at 12.5 µM | 0.22% of 360,000 active | fluorescence polarization; in the data active = inhibition above about 8.5%, passing the limit was not always enough; inconclusive = no clear call, values can overlap the other calls
# Active calls of the source: *; ? = inconclusive; nt = not tested or not shown.
# Value order: FadD28 binding, BoNT-F LC inh, GDH-TPI inh, UGM FP inh, MazEF act, PrPC TRFRET, Mtb BioA inh, FBA Mtb inh, Rv3671c inh
O=C(CSc1cn(CC(=O)N2CCOCC2)c2ccccc12)N1CCOCC1
  -2.4, 1, 0, -0.1, 6, 7, 6.0, 0, -3
Cc1cc(C)nc(N/N=C/c2cc(C)n(CC(F)(F)F)c2C)n1
  0.4, -6, 9, -4.9, 7, -2, nt, 1, 1
Cc1cc(N2CCCC2)ccc1/C=C1\NC(=S)N(C)C1=O
  0.1, -7, 3, -4.5, -62, 0, nt, -17, -65
N=c1c2c(-c3ccccc3)c(-c3ccccc3)n(Cc3ccco3)c2ncn1CCCN1CCOCC1
  8.8*, 6, -8, 0.5, 16, -21, nt, -2, -1
Cc1c(NC(=O)c2cnn3c2NC(c2ccco2)CC3C(F)(F)F)c(=O)n(-c2ccccc2)n1C (stereo not given)
  -1.6, -10, 7, -0.3, 0, 0, 3.1, 1, 0
O=[n+]1c2c(n([O-])c3c1CCCC3)CCCC2
  0.2, -11, 8, -0.5, 1, -3, -2.3, 2, 3
CCOC(=O)c1cnc2cc(-c3ccc(Cl)cc3)nn2c1N
  -0.7, 8, 5, -1.4, -4, -5, -4.1, 0, -3
NNC(=O)COc1ccc(-c2nccc(-c3ccc(F)cc3)n2)cc1
  nt, -22, 3, -1.4, -10, 0, 1.3, 4, -23
Oc1ccc(-c2csc(Nc3ccc4c(c3)OCO4)n2)c(O)c1
  1.5, -9, 18, nt, 16, 6, 0.3, -2, nt
O=C1CCC(=O)N1CNc1ccccn1
  -1.8, 5, 13, 0.6, -7, 1, -2.5, 2, 2
CC(C)(C)NC(=O)C1(C)CCC(=O)N1CC(F)(F)F (stereo not given)
  -1.3, -7, nt, nt, nt, 0, -1.9, 3, nt
O=C(COC(=O)C1CC(=O)N(c2ccc3c(c2)OCCO3)C1)NC1CCCc2ccccc21 (stereo not given)
  -2.7, 1, -11, 1.0, 10, -5, -1.0, -1, -4
O=C(COC(=O)CN1C(=O)NC2(CCCC2)C1=O)Nc1ccccc1C(F)(F)F
  0.4, -49, -2, -0.7, 5, 4, -0.5, 2, 7
COc1ccccc1NC(=O)CCCCCN1C(=O)c2cccc3cccc(c23)C1=O
  0.0, -22, 9, 4.8, 0, 10, 0.5, 2, -13
Cc1cn(CC(=O)NCCN2CCOCC2)c(=O)[nH]c1=O
  -3.0, -1, 3, nt, 3, 7, -1.7, -2, nt
Cc1ccc2nsnc2c1N
  -1.5, 8, -1, -0.1, -2, -6, nt, -1, -4
CC(Oc1ccc(Cl)cc1Cl)C(=O)NCCCn1ccnc1 (stereo not given)
  0.9, -3, -3, -1.3, 4, -1, -0.7, 7, 5
CCOC(=O)c1c(CN2CCOCC2)n(-c2ccccc2)c2ccc(O)cc12
  -0.3, -4, 12, -1.4, 3, -12, 1.3, -1, -8
O=C(NCCCN1CCCC1=O)c1ccc(NS(=O)(=O)c2cccc([N+](=O)[O-])c2)cc1
  -1.1, -16, 7, 1.2, 4, -12, nt, 3, 2
COc1ccc(NC(=O)c2ccccc2-c2ccc(C(F)(F)F)cc2)cc1S(=O)(=O)N1CCOCC1
  -3.0, -4, -3, 4.4, 2, 17, -1.2, -1, -8
CC(=O)Nc1cc(NC(C)=O)cc(C(=O)OCC(=O)c2ccc3c(c2)OCO3)c1
  -1.1, nt, 10, -0.3, -1, -9, nt, 4, -2
CCCCCCCC(=O)Nc1ccc(C(=O)N/N=C/c2cccc([N+](=O)[O-])c2)cc1
  -2.4, 4, 16, 0.5, -16, -6, -0.9, -6, -4
COc1ccccc1OCc1cc(C(=O)NCc2ccc(N3CCCC3=O)cc2)no1
  -0.6, -3, 1, 1.1, -8, -3, 0.9, 0, 6
COc1ccc(CN(C)Cc2cc(=O)oc3cc(C)c(C(C)C)cc23)cc1OC
  0.1, -4, 8, -2.2, -4, 2, -4.4, -3, 7
C/[N+]([O-])=C\c1coc2ccccc2c1=O
  -2.2, 1, 7, -1.1, -5, 2, -0.3, -2, 4
COc1cccc(OCCn2cc(C(C)=O)c3ccccc32)c1
  -4.1, -2, 2, -0.9, 0, 10, 1.0, 1, 0
c1cncc(-c2nc(-c3cccs3)cs2)c1
  0.7, -2, 17, -2.1, 10, -18, -1.3, 6, -2
CN(C(=O)CCN1C(=O)/C(=C/c2ccccc2F)SC1=S)C1CCS(=O)(=O)C1 (stereo not given)
  0.4, 8, 17, -1.1, 2, 2, -0.5, 1, 1
Cc1nc(-c2ccncc2)nc(NCCNc2ncccc2C(F)(F)F)c1Cl
  -1.6, -4, 9, -1.0, 11, 10, nt, -1, 0
CCN(CC)/C(=N/O)NC(=O)NS(=O)(=O)c1ccc(C)cc1
  -0.7, 1, 11, 0.6, 10, 2, -2.5, 6, 8
CCc1c(C)nc(SCC(=O)N2CC(C)OC(C)C2)[nH]c1=O (stereo not given)
  1.7, -13, 2, 0.0, 6, -5, nt, 3, 3
O=C(O)c1cccc(Oc2ncnc3sc4c(c23)CCCC4)c1
  -5.2, 1, -6, 2.9, -1, -1, -1.6, 6, 0
O=C(CSc1nc2ccccc2o1)c1ccccc1
  -2.0, -15, 8, -2.0, -1, 4, 0.8, 2, -3
CC(C)N1C(=O)S/C(=C\c2ccc(-c3ccc(Cl)c(C(=O)O)c3)o2)C1=O
  -2.1, nt, 14, -0.9, -8, 1, -0.5, -3, 4
Cc1cn([C@H]2C[C@H](O)[C@@H](CCC(=O)NCCc3ccc4ccccc4c3)O2)c(=O)[nH]c1=O
  -1.4, -1, nt, nt, nt, 0, 0.6, 0, nt
CCOP(=O)(CN(CC)C(=O)c1ccccc1Br)OCC
  1.2, ?, 2, -0.6, 4, 2, nt, 1, -1
CCOc1ccccc1CNC(=O)CCNS(=O)(=O)c1ccc2[nH]c(=O)oc2c1
  -1.1, -9, 3, -2.0, 6, -3, -0.4, -1, 8
Cc1cc(C)cc(N2C(=O)C3C4C=CC(C4)C3C2=O)c1 (stereo not given)
  -1.8, -6, -6, 2.9, -2, -5, -1.0, 0, -3
CC(OC(=O)c1cccnc1Cl)C(=O)Nc1ccc2c(c1)OCO2 (stereo not given)
  -2.5, -4, 1, 1.0, 4, 12, 1.9, 0, -2
CN(C)CCCN(C(=O)c1ccc(S(=O)(=O)N2CCc3ccccc3C2)cc1)c1nc2c(F)cccc2s1
  -1.4, 7, 3, 1.7, -4, -10, -3.5, 2, -3

# Only GDH-TPI inh and Mtb BioA inh (2 entries from above):
Compound | GDH-TPI inh | Mtb BioA inh
O=C(O)c1cccc(Oc2ncnc3sc4c(c23)CCCC4)c1 | -6 | -1.6
O=C(CSc1nc2ccccc2o1)c1ccccc1 | 8 | 0.8

# Remaining list, next part:
# Value order: FadD28 binding, BoNT-F LC inh, GDH-TPI inh, UGM FP inh, MazEF act, PrPC TRFRET, Mtb BioA inh, FBA Mtb inh, Rv3671c inh
CCc1ccccc1NC(=O)Nc1ccsc1C(=O)OC
  -0.2, -4, 8, 2.4, 1, -4, -1.8, 4, -4
O=C(CNC(=O)c1ccc(Br)o1)Nc1ccc(N2CCCCCC2)cc1
  -1.9, -18, 1, nt, 6, 12, -0.2, -2, nt
Cc1ccc(C)c(S(=O)(=O)Nc2ccc(C(=O)NCC(c3ccco3)N(C)C)cc2)c1 (stereo not given)
  -1.2, -6, 1, -1.3, 12, -6, nt, -1, -1
COc1cccc(/C=C/C(=O)Nc2ccc3nc4n(c(=O)c3c2)CCCC4)c1OC
  -4.2, -8, 13, -2.8, -18, -18, nt, 2, 5
CC(C)(C)c1ccc(OCCN2CCCC2)cc1
  -2.2, -3, 10, -1.7, 0, 0, nt, 2, -2
O=C(Cc1ccc(F)cc1)N1CCOCC1
  -2.4, 19, 6, 0.3, 4, 5, -1.1, 0, -4
Fc1ccccc1COc1ccccc1/C=N/Nc1nc(N2CCCC2)nc(N2CCCC2)n1
  -1.4, -8, -1, 0.6, -14, 2, 0.2, 1, -10
Cc1ccc(C(=O)NC2CCCC2)cc1S(=O)(=O)N1CCCCC1
  -0.9, -5, -9, -0.4, 2, 5, -0.2, 2, 2
O=C(NC(=S)Nc1ccccc1[N+](=O)[O-])c1ccccc1
  -3.5, 1, 3, -0.1, -5, -5, nt, -5, -8
CC(=O)c1c(C)oc2ccc(OCc3ccccc3)cc12
  -2.6, -5, -3, 0.2, -4, 4, 0.8, 0, nt
O=C(/C=C/c1ccco1)Nc1nc(-c2ccccn2)cs1
  -2.6, -1, 10, -2.0, -14, -9, nt, 3, -4
CC(=O)c1cccc(Nc2cc(C)nc3c(C)cc(C)cc23)c1
  -1.4, -5, 22, -0.6, 7, -6, nt, 2, -1
Cc1ccccc1-c1nc(NCC2CC2)nc2ccsc12
  -3.5, -3, 5, nt, nt, -8, 0.0, 25, nt
C=C1CC2(CC(c3ccccc3)OC(c3ccccc3)C2)OC1=O (stereo not given)
  0.9, -3, 3, nt, 9, 49*, nt, -1, nt
O=c1cc(-c2ccccc2)[nH]n2cnnc12
  -0.1, -34, 10, -2.3, 9, 0, -0.7, 1, -24
CCCCc1cc(=O)oc2cc(OCC(=O)N(CC)CC)ccc12
  -3.4, 8, 8, -2.3, 6, 5, 2.4, 25, 5
O=C(Nc1ccc(Br)cc1)c1ccc(N2C(=O)C3CCCCC3C2=O)cc1 (stereo not given)
  -0.4, 1, 4, -1.2, 3, 2, -0.4, 1, -15
Cc1cccc(NS(=O)(=O)c2csc(C(N)=O)c2)c1
  -0.9, -2, 9, 4.9, 2, 7, -0.8, 0, -2
Cc1cc(Nc2cccc(F)c2)n2c(n1)nc1ccccc12
  -2.2, 10, 7, 0.0, 57*, 5, -2.0, 3, 0
OCCNc1nc(SCc2ccccc2)nc2sc3c(c12)CCC3
  -7.9, -1, 8, nt, 0, 8, nt, -1, nt
O=C(CNC(=S)N(Cc1ccccc1)Cc1cccnc1)NC1CCCCC1
  -2.4, -20, -2, -0.9, 2, 0, nt, 3, 4
COc1ccc2c(COC(=O)CC3Sc4ccccc4NC3=O)cc(=O)oc2c1 (stereo not given)
  -0.2, 0, 11, 1.7, -6, -2, nt, 15, -33
CCCCCOc1ccc(C(=O)CCC(=O)N2CCCC2)cc1
  0.3, 7, -2, -1.5, 4, 8, -1.8, 0, -3
O=C(O)c1ccc(-c2nnc(-c3ccccc3)o2)cc1
  -1.1, -20, -8, 1.4, -1, 5, -1.1, 0, -7
CCOc1ccc(NC(=S)N(CCc2c(C)[nH]c3ccc(C)cc23)Cc2ccncc2)cc1
  -0.9, -16, -5, 4.0, -2, -9, -0.5, -2, 9
COc1ccc(CCNC(=O)COC(=O)COc2ccc(Cl)cc2)cc1OC
  -1.4, -6, 1, -3.5, 4, -3, nt, -2, 7
Cc1ccc(OCCNC(=O)c2cc(C(=O)NCCOc3ccc(C)cc3)cc([N+](=O)[O-])c2)cc1
  -3.9, 7, 4, -1.6, 4, -9, 0.1, -2, -78
Cc1nnc2ccc(-c3ccc(NS(=O)(=O)c4ccccc4)cc3)nn12
  -3.6, -4, 16, nt, -3, -16, -0.8, -1, nt
O=c1cc(-c2ccccc2)c2ccc(O)c(CN3CCCCC3)c2o1
  -3.5, -6, 0, 0.7, -6, -19, 5.5, 8, 4
COc1ccc(C2=NN(C(=O)c3ccccc3)C(c3ccc(OC)c(OC)c3)C2)c(OC(C)=O)c1 (stereo not given)
  -0.3, 13, 9, -0.7, nt, -12, 4.2, 0, 2
COc1ccc(N(CC(=O)N/N=C/c2cccc3c2OCCO3)S(=O)(=O)c2ccc(NC(C)=O)cc2)cc1
  0.2, -8, 14, -0.7, 0, 5, -2.1, 23, -50
CCOC(=O)c1cc2occc2n1CC(=O)NC1CCCCC1C (stereo not given)
  0.9, -8, 4, -0.4, -6, 3, 0.1, 9, -11
CC(OC(=O)Cc1ccccc1F)C(=O)Nc1ccc(Cl)cn1 (stereo not given)
  -0.8, ?, 4, nt, 5, 3, nt, 3, nt
COc1ccc(C(C)(O)c2nc(-c3ccccc3C)cs2)cc1 (stereo not given)
  -3.0, -8, -2, nt, nt, 2, -0.4, -5, nt
CC1(C)CC(=O)C(CSC(=O)c2ccccc2)C(=O)C1
  -0.2, 3, 12, nt, -7, -4, -0.8, 1, nt
CCOc1cc(/C=C2\N=C(C)OC2=O)cc(Br)c1OCCc1ccccc1
  -3.7, 1, -2, -1.7, 0, 3, 2.1, -2, 2
COc1cc(/C=C/C(=O)OCC(=O)Nc2cc(S(=O)(=O)N3CCCC3)ccc2Cl)cc(OC)c1OC
  -2.0, 2, 18, -1.0, -12, 0, 0.4, 6, -11

# Source: PubChem BioAssay

# Rows are unselected; about 4.8% have a hit in one of these screens.
